Screens from PubChem.
OX1R antag-1: blocks the human orexin 1 receptor. O43613. CHO/OX1R cells, Fluo-8 calcium fluorescence, orexin A. inhibition, % at 5 µM. 330,000 tested, 0.43% active. AID 434989;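 active = inhibition above its plate's threshold, mean inhibition of all tested compounds on the plate plus 3 SD, cut at about 37% in these data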;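 note: 0% = orexin A challenge wells and 100% = SB-334867-A antagonist wells; not every result past the cut was called active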
Target sequence (O43613 whole entry, looked up): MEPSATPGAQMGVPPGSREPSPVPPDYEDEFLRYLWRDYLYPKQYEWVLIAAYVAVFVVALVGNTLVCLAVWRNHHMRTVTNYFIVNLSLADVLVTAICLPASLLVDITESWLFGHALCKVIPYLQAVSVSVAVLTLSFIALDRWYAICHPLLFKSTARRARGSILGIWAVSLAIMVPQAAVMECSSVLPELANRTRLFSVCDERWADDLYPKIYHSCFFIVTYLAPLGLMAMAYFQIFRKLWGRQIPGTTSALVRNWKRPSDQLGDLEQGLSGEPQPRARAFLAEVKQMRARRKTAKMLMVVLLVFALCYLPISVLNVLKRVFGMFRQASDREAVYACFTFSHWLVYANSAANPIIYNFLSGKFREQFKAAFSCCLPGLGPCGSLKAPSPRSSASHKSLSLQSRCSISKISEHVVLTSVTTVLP
OX1R antag-2: blocks the human orexin 1 receptor; O43613; 330,000 tested, 1.8% active; AID 485270; OX1R-expressing cells, FRET antagonist read-out; inhibition, % at 6.6 µM; in the data active = inhibition mostly above about 38%, no sharp cut-off; inactive = mostly below about 40%;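 note: 0% = agonist challenge alone and 100% = reference antagonist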
STK33 kinase inh: inhibitors of human STK33 kinase; inhibition, % at 10 µM; Q9BYT3; purified STK33, MBP phosphorylation, ADP-Glo luminescence; 320,000 tested, 0.073% active; AID 2661;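 active = inhibition at or above 25%, using the most active replicate where run in duplicate; inactive = inhibition below 25%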
Target sequence (Q9BYT3 whole entry, looked up): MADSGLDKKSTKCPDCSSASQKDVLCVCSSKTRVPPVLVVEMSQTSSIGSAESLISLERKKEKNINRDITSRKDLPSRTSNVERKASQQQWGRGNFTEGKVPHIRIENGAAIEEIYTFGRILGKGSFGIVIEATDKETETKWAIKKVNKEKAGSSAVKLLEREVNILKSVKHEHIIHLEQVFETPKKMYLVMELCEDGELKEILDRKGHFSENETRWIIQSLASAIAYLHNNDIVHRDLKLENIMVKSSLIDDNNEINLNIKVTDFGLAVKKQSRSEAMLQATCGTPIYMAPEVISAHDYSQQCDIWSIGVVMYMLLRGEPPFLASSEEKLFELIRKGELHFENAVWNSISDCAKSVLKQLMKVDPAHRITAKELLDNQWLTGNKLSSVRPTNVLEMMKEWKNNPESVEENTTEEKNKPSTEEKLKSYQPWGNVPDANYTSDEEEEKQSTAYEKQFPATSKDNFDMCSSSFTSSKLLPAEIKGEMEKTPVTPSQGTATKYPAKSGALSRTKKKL
Active calls of the source: *.

Screening CC(=O)N1CC(C)Sc2ccc(S(=O)(=O)NC(C)c3ccccc3)cc21 (configuration not stated) returned OX1R antag-1 -17, OX1R antag-2 47 and STK33 kinase inh -0.9.
Screening CCCCOC(=O)c1ccc(NC(=S)NC(=O)c2ccco2)cc1 returned OX1R antag-1 -26, OX1R antag-2 13 and STK33 kinase inh 0.3.
O=C(CN1CCN(C(=O)c2cccc(S(=O)(=O)N3CCCC3)c2)CC1)Nc1ccc(F)cc1 was read as OX1R antag-1 -7, OX1R antag-2 -2 and STK33 kinase inh -1.3.
For Cc1cc(OC(C)C(=O)NCCCn2ccnc2)c2c(C)cc(=O)oc2c1 (configuration not stated) the results were OX1R antag-1 -4, OX1R antag-2 -4 and STK33 kinase inh 0.3.
For COc1cccc(C(=O)C[n+]2cccc3cc(OC)ccc32)c1 the results were OX1R antag-1 -17, OX1R antag-2 34* and STK33 kinase inh -0.6.
COc1ccc(NC(=O)NC(C)c2ccc3c(c2)OCO3)c(OC)c1 (configuration not stated) was read as OX1R antag-1 -3, OX1R antag-2 6 and STK33 kinase inh -0.2.
O=C(COc1ccccc1)Nc1cccc2c1CCCC2 was read as OX1R antag-1 -26, OX1R antag-2 31 and STK33 kinase inh 0.1.
O=S(=O)(c1ccc(F)cc1)N1CCN(S(=O)(=O)c2ccc3c(c2)OCCO3)CC1 was read as OX1R antag-1 4, OX1R antag-2 5 and STK33 kinase inh 0.0.
`O=C(O)CSCNC(=O)C12CC3CC(CC(C3)C1)C2` gave OX1R antag-1 0, OX1R antag-2 7 and STK33 kinase inh -0.4.
For CC(C)NC(=S)N/N=C/c1ccc(C(C)(C)C)cc1 the results were OX1R antag-1 -7, OX1R antag-2 11 and STK33 kinase inh 1.3.
`COc1ccc(Cl)cc1NC(=O)COC(=O)c1ccc(C)o1` gave OX1R antag-1 -24, OX1R antag-2 -1 and STK33 kinase inh -0.7.
For C/C(CC(=O)Nc1c(C)cc(C)cc1C)=N\NC(=O)Cc1ccccc1 the results were OX1R antag-1 -26, OX1R antag-2 16 and STK33 kinase inh -1.0.
N#CC(C#N)=C1NC2(CCCCC2)Cc2ccccc21 was read as OX1R antag-1 -13, OX1R antag-2 4 and STK33 kinase inh 0.7.
`COc1cc(-c2nc3cc(C)ccn3c2NC2CCCCC2)ccc1-c1ccc(C(C)=O)cc1` gave OX1R antag-1 -36, OX1R antag-2 6 and STK33 kinase inh 0.1.
`CC(=O)c1nc2ccccc2n1S(=O)(=O)c1ccc(C)cc1` gave OX1R antag-1 -7, OX1R antag-2 8 and STK33 kinase inh 0.8.
COc1ccc(C)cc1C(=O)CCC(=O)Nc1ccccc1N1CCOCC1 was read as OX1R antag-1 -39, OX1R antag-2 5 and STK33 kinase inh -1.5.
`CCOc1cc(C(=O)NCc2ccc(C)cc2)ccc1OCC(=O)N1CCOCC1` gave OX1R antag-1 -7, OX1R antag-2 14 and STK33 kinase inh -0.6.
Screening O=C1CN(c2ccc(Cl)cc2)C(=O)CN1NC(=S)Nc1ccc(Cl)cc1 returned OX1R antag-1 -7, OX1R antag-2 6 and STK33 kinase inh -0.3.
For CC(C)(C)OC1NS(=O)(=O)OCC1NCOC(Cl)(Cl)Cl (configuration not stated) the results were OX1R antag-1 -11, OX1R antag-2 26 and STK33 kinase inh 0.9.
For COc1ccc(CN(C(=S)Nc2ccccc2)C2CC(=O)N(c3ccc(Cl)cc3)C2=O)cc1 (configuration not stated) the results were OX1R antag-1 -6, OX1R antag-2 28 and STK33 kinase inh -0.9.
`N#Cc1cc2c(nc1SCC1COc3ccccc3O1)CCC2` (configuration not stated) gave OX1R antag-1 -22, OX1R antag-2 16 and STK33 kinase inh -0.8.
Screening COc1cccc(OC)c1C(=O)Nc1sc2c(c1C(N)=O)CCCC2 returned OX1R antag-1 -28, OX1R antag-2 18 and STK33 kinase inh 0.8.
`CC1=C(C(=O)OCc2ccccc2)C(/C=C/c2ccccc2)NC(=S)N1` (configuration not stated) gave OX1R antag-1 -20, OX1R antag-2 31 and STK33 kinase inh -0.1.
`CCOC(=O)C1CCN(C(=O)c2cc3cc(Br)ccc3oc2=O)CC1` gave OX1R antag-1 -30, OX1R antag-2 14 and STK33 kinase inh -0.2.
Screening COc1ccc(N(CC(=O)Nc2ccccc2C(=O)N2CCCC2)S(=O)(=O)c2ccccc2)cc1 returned OX1R antag-1 -40, OX1R antag-2 42 and STK33 kinase inh -0.1.
CC(C)(C)NC(=O)CN(Cc1cccs1)C(=O)CN1C(=O)C(=O)c2ccccc21 was read as OX1R antag-1 -18, OX1R antag-2 28 and STK33 kinase inh -0.4.
Screening CN(C(=O)COC(=O)c1cc(=O)[nH]c2ccccc12)c1c(N)n(Cc2ccccc2)c(=O)[nH]c1=O returned OX1R antag-1 -16, OX1R antag-2 26 and STK33 kinase inh 0.1.
COc1ccc(C)cc1Nc1cc(C)nc2nc(C)nn12 was read as OX1R antag-1 -9, OX1R antag-2 0 and STK33 kinase inh 1.2.
`O=S(=O)(CCCc1ccccc1)c1ncn[nH]1` gave OX1R antag-1 -3, OX1R antag-2 11 and STK33 kinase inh -0.6.
CCC1=C/C(=C\c2ccc3c(c2)OCO3)C(=O)S1 was read as OX1R antag-1 -18, OX1R antag-2 17 and STK33 kinase inh -0.9.
`Cc1oc(-c2cccc(Br)c2)[n+]([O-])c1C` gave OX1R antag-1 -9, OX1R antag-2 0 and STK33 kinase inh 0.4.
For CC[C@]1(C(=O)OC)[C@H]2C(=O)N(Cc3ccccc3)C(=O)[C@H]2[C@H]2CN=C(SCc3ccc(C#N)cc3)N21 the results were OX1R antag-1 -6 and OX1R antag-2 4.
Screening CC(=O)N1CCOc2ccc(S(=O)(=O)NCCc3cccc(C)c3)cc21 returned OX1R antag-1 -19, OX1R antag-2 10 and STK33 kinase inh -1.3.
CCSc1nc(O)c(C(c2cccc(OC)c2)c2c(O)nc(SCC)[nH]c2=O)c(=O)[nH]1 was read as OX1R antag-1 5, OX1R antag-2 12 and STK33 kinase inh -1.2.
`CC(C)(C)c1ccc(C(=O)N/N=C2\C3CN4CCN(C3)CC2(c2ccccc2)C4)cc1` gave OX1R antag-1 -5 and OX1R antag-2 8.
Screening COc1ccc(N(C)S(=O)(=O)c2cccc(C(=O)OCC(=O)NCc3ccccc3OC)c2)cc1 returned OX1R antag-1 2, OX1R antag-2 33 and STK33 kinase inh 1.2.
For COc1ccc(OC)c(S(=O)(=O)N2CCCC(C(=O)NCc3cccnc3)C2)c1 (configuration not stated) the results were OX1R antag-1 -10, OX1R antag-2 15 and STK33 kinase inh -0.9.
For CCOC(=O)N1CCN(CC(=O)Nc2cc(OC)c(OC)cc2C#N)CC1 the results were OX1R antag-1 -10, OX1R antag-2 7 and STK33 kinase inh 0.1.
Screening NC(=O)c1nsc(C(=O)N(Cc2cccnc2)C(C(=O)NCc2ccc(F)cc2)c2ccc(O)cc2)c1N (configuration not stated) returned OX1R antag-1 -13, OX1R antag-2 5 and STK33 kinase inh -0.4.
COC(=O)c1ccc(NC(=O)C(=O)c2cn(CC(=O)N3CCOCC3)c3ccccc23)cc1 was read as OX1R antag-1 -12, OX1R antag-2 10 and STK33 kinase inh -3.6.
For O=C(O)c1sccc1S(=O)(=O)N1CCOCC1 the results were OX1R antag-1 2, OX1R antag-2 16 and STK33 kinase inh 1.1.
O=C(NN1C(=O)C2C(C1=O)C1C=CC2C12CC2)c1ccccc1Cl (configuration not stated) was read as OX1R antag-1 -7, OX1R antag-2 6 and STK33 kinase inh 0.3.
`COc1ccc(C(=O)CSc2nnc(CN3CCCCC3)n2-c2ccc(F)cc2)cc1OC` gave OX1R antag-1 -10, OX1R antag-2 6 and STK33 kinase inh -1.8.
Screening Cc1ccc(CN2C(=O)CCC2C(=O)NCc2cccnc2)cc1 (configuration not stated) returned OX1R antag-1 -9, OX1R antag-2 7 and STK33 kinase inh -3.2.
COc1cc(C(=O)OCCCN2CCOCC2)ccc1O was read as OX1R antag-1 -7, OX1R antag-2 7 and STK33 kinase inh -0.3.
`Cc1nnc(SCC(=O)NC2CCCc3c2cnn3-c2ccccc2F)o1` (configuration not stated) gave OX1R antag-1 2 and OX1R antag-2 4.
`C=CCCC(=O)NC1CCCc2c1cnn2-c1ccccc1F` (configuration not stated) gave OX1R antag-1 -21, OX1R antag-2 14 and STK33 kinase inh 0.3.
O=C(COc1ccc(Cl)cc1)Nc1cc2c3c(c1)CC(=O)N3CCC2 was read as OX1R antag-1 5, OX1R antag-2 24 and STK33 kinase inh 1.5.
For Cc1cc([N+](=O)[O-])ccc1NC(=O)c1cc2ccccc2o1 the results were OX1R antag-1 -5, OX1R antag-2 30 and STK33 kinase inh 0.4.
For CC1(C)Cc2ccccc2-c2nnc(SCc3ccc(C#N)cc3)n21 the results were OX1R antag-1 -31, OX1R antag-2 19 and STK33 kinase inh -0.4.
Screening C[C@H](CO)N1C[C@H](C)[C@@H](CN(C)C(=O)Nc2ccc(C(F)(F)F)cc2)Oc2ccc(NC(=O)Nc3ccccc3)cc2C1=O returned OX1R antag-1 2, OX1R antag-2 7 and STK33 kinase inh 0.4.
`Cc1ccc2nsnc2c1N(S(C)(=O)=O)S(C)(=O)=O` gave OX1R antag-1 -6 and OX1R antag-2 46.
Screening COCCN(Cc1cc2cc3c(cc2nc1Cl)OCO3)C(=O)c1cccc(C)c1 returned OX1R antag-1 -16, OX1R antag-2 30 and STK33 kinase inh 0.1.
Cc1ccn2c(=O)nc(SCC(=O)Nc3cccc4ccccc34)nc2c1 was read as OX1R antag-1 -22, OX1R antag-2 3 and STK33 kinase inh -0.9.
For CCC(C)NC(=O)c1cn(C)c(=O)c2cc(OC)c(OC)cc12 (configuration not stated) the results were OX1R antag-1 -10, OX1R antag-2 28 and STK33 kinase inh -1.5.
For CC(C)(C)n1ncc2c(=O)n(CC(=O)Nc3ccc4c(c3)OCCO4)cnc21 the results were OX1R antag-1 7, OX1R antag-2 9 and STK33 kinase inh 1.5.
Screening CC(=O)c1c(C)[nH]c(C(=O)Nc2cccc(S(=O)(=O)N3CCCC3)c2)c1C returned OX1R antag-1 -21, OX1R antag-2 12 and STK33 kinase inh 1.8.
O=C(Nc1cccc(C(F)(F)F)c1)C1CCCN(c2ncccn2)C1 (configuration not stated) was read as OX1R antag-1 -16, OX1R antag-2 21 and STK33 kinase inh 0.5.
Screening Cc1ccc(/C=C2\SC(=S)N(CCC(=O)NNS(=O)(=O)c3ccccc3)C2=O)cc1 returned OX1R antag-1 -5, OX1R antag-2 13 and STK33 kinase inh -2.9.
Screening CCCCCOc1ccc(Cn2ccnc2)cc1[N+](=O)[O-] returned OX1R antag-1 -22, OX1R antag-2 11 and STK33 kinase inh -0.2.

Two records picked at random from those above:
Screening CC(=O)N1CC(C)Sc2ccc(S(=O)(=O)NC(C)c3ccccc3)cc21 (configuration not stated) returned OX1R antag-1 -17, OX1R antag-2 47 and STK33 kinase inh -0.9.
For CC[C@]1(C(=O)OC)[C@H]2C(=O)N(Cc3ccccc3)C(=O)[C@H]2[C@H]2CN=C(SCc3ccc(C#N)cc3)N21 the results were OX1R antag-1 -6 and OX1R antag-2 4.

Filtered by structure: those above with a tert-butyl group
For CC(C)NC(=S)N/N=C/c1ccc(C(C)(C)C)cc1 the results were OX1R antag-1 -7, OX1R antag-2 11 and STK33 kinase inh 1.3.
For CC(C)(C)OC1NS(=O)(=O)OCC1NCOC(Cl)(Cl)Cl (configuration not stated) the results were OX1R antag-1 -11, OX1R antag-2 26 and STK33 kinase inh 0.9.
CC(C)(C)NC(=O)CN(Cc1cccs1)C(=O)CN1C(=O)C(=O)c2ccccc21 was read as OX1R antag-1 -18, OX1R antag-2 28 and STK33 kinase inh -0.4.
`CC(C)(C)c1ccc(C(=O)N/N=C2\C3CN4CCN(C3)CC2(c2ccccc2)C4)cc1` gave OX1R antag-1 -5 and OX1R antag-2 8.
For CC(C)(C)n1ncc2c(=O)n(CC(=O)Nc3ccc4c(c3)OCCO4)cnc21 the results were OX1R antag-1 7, OX1R antag-2 9 and STK33 kinase inh 1.5.

New compounds follow:
Screening C/C(=N\NS(=O)(=O)c1ccc(Cl)c([N+](=O)[O-])c1)c1ccc(C)o1 returned OX1R antag-1 -19, OX1R antag-2 21 and STK33 kinase inh -0.7.
`Cc1nc2ccccc2c2oc(C(=O)NCCCN3CCCC3=O)cc12` gave OX1R antag-1 -8, OX1R antag-2 14 and STK33 kinase inh -0.6.
Screening CC(=O)c1cccc(N(CC(=O)NC2CCCCC2)C(=O)c2csnn2)c1 returned OX1R antag-1 0, OX1R antag-2 23 and STK33 kinase inh -0.8.
Screening CCN(CC)CCNc1ncnc2c1sc1nc(N3CCOCC3)c3c(c12)CCCC3 returned OX1R antag-1 -16, OX1R antag-2 2 and STK33 kinase inh 3.1.
Screening COc1ccc(C(=O)N/N=C/c2ccc(SC)cc2)cc1 returned OX1R antag-1 -14, OX1R antag-2 22 and STK33 kinase inh 0.4.
For COc1ccc(Nc2nnc(SCC(=O)c3cc(C)n(CC4CCCO4)c3C)s2)cc1 (configuration not stated) the results were OX1R antag-1 -27, OX1R antag-2 33 and STK33 kinase inh 0.4.
COc1ccc(-c2csc(N(C)C(=O)c3ccco3)n2)cc1 was read as OX1R antag-1 -30, OX1R antag-2 20 and STK33 kinase inh -1.5.
COc1ccc(-c2cc(C#N)nc(N3CCN(c4ccccc4)CC3)n2)cc1 was read as OX1R antag-1 -13, OX1R antag-2 11 and STK33 kinase inh 3.7.
Screening C#Cc1ccc([C@H]2C=C(C(=O)N3CCOCC3)O[C@@H](OCC)[C@@H]2CCCO)cc1 returned OX1R antag-1 -11, OX1R antag-2 -3 and STK33 kinase inh -0.6.
Cc1cc2ccccc2c(=O)n1CC(=O)Nc1ccc2c(c1)OCCO2 was read as OX1R antag-1 -7, OX1R antag-2 31 and STK33 kinase inh -0.2.
For CCOc1ccc(C(=O)Nc2nnc(NC(=S)Nc3ccccc3)s2)cc1 the results were OX1R antag-1 -24, OX1R antag-2 30 and STK33 kinase inh -1.1.
